MPTP inh – inhibitors of mitochondrial permeability transition pore; isolated mouse mitochondria, Ca2+ swelling absorbance, 30 min; inhibition, % at 10 µM; 1.4% of 360,000 active;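 active means inhibition of 50% or more, scaled per plate between neutral and stimulator controls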;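 further: 0% = DMSO wells given calcium and 100% = 1 mM EGTA wells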
The depositor's hits bear a star.

SMILES	MPTP inh
COc1ccc(C(=O)NCCN2CCC(n3c(=O)[nH]c4ccccc43)CC2)cc1F	0.9
CC12CCCC(=O)C1CCC(=Cc1ccco1)C2=O (stereo unspecified)	-1.3
COc1ccc(C2=NN(CCC(=O)NC3CCCCC3C)C(=O)CC2)cc1 (stereo unspecified)	-1.7
COc1ccc(-c2nc3c(Cl)cc(C(F)(F)F)cn3c2Cc2ccsc2)cc1OC	1.8
COc1ccc(NC(=O)Cn2nnc(-c3ccccc3)c2COc2ccc3ccccc3c2)cn1	1.9
O=C(Nc1cccnc1)C1Cc2c(-c3cccc(F)c3)ccnc2O1 (stereo unspecified)	1.2
COCCN1C(=O)COc2ccccc2C1C(=O)NC1CCCCC1 (stereo unspecified)	1.2
COc1ccc(NC(=O)C2(C)Cc3c(-c4cccc(C(N)=O)c4)ccnc3O2)cc1 (stereo unspecified)	0.3
Cc1ccc([C@@H]2C[C@H]3[C@@H](CN2S(=O)(=O)c2ccc(C)cc2)C(=O)C[C@@H](c2ccc(Cl)cc2)N3S(=O)(=O)c2ccc(C)cc2)cc1	0.3
COc1ccc(-c2cnc3c(NC=O)cc(-c4ccc(F)cc4)cn23)cc1OC	0.4
C[C@@H]1CN([C@H](C)CO)C(=O)CCCn2cc(nn2)CO[C@H]1CN(C)C(=O)Cc1ccccc1	-2.0
O=C1c2cccc(-c3ccc(C(F)(F)F)cc3)c2C2CCCCN12 (stereo unspecified)	-0.5
C[C@@H]1CN([C@H](C)CO)C(=O)CCCn2nncc2CO[C@@H]1CN(C)C(=O)Nc1ccnc(N2CCOCC2)c1	2.3
CC1(C(=O)NS(=O)(=O)c2cccs2)CCN1C(=O)c1ccco1 (stereo unspecified)	-3.3
CC(C)Nc1ncnc2c1ncn2[C@H]1CN(Cc2ccc(Cl)cc2)C[C@@H](CO)O1	-1.1
COc1ccc(C(=O)N/C(=C\c2cn(S(=O)(=O)N(C)C)c3ccccc23)C(=O)N2CCN(C)CC2)cc1OC	0.8
CC1=C(C(=O)N(C)C)CC(CC(=O)NCCCCc2ccccc2)C(=O)N1CCCN1CCCC1=O (stereo unspecified)	0.3
COc1ccc(CCN2C(=O)COc3ccccc3C2C(=O)NC(C)(C)C)cc1OC (stereo unspecified)	0.0
CC1(C(=O)O)CCCN1C(=O)c1ccco1 (stereo unspecified)	0.4
CC(=O)Nc1cc(-c2cccc(CO)c2)cn2c(-c3cccc(C(F)(F)F)c3)cnc12	-1.3
CCCCC[C@H](C)N1C[C@H](COCc2ccccc2)Oc2cc(N3CCC[C@@H]3CO)ccc2S1(=O)=O	-0.1
CCCCN(C)C(=O)c1sc(=O)n(Cc2ccccc2F)c1C	0.0
CC1(C(=O)NS(=O)(=O)c2ccccc2Cl)CCN1C(=O)C1CCCCC1 (stereo unspecified)	-1.3
Cc1ccccc1-c1csc(C(O)c2ccc(F)cc2)n1 (stereo unspecified)	1.5
CCOC(=O)C1(C)CCCCCN1C(=O)c1ccc(C(=O)OC)cc1 (stereo unspecified)	1.2

Rewritten with bars between the fields: part of the list above.
smiles | MPTP inh
COc1ccc(C2=NN(CCC(=O)NC3CCCCC3C)C(=O)CC2)cc1 (stereo unspecified) | -1.7
C[C@@H]1CN([C@H](C)CO)C(=O)CCCn2nncc2CO[C@@H]1CN(C)C(=O)Nc1ccnc(N2CCOCC2)c1 | 2.3
CC1(C(=O)O)CCCN1C(=O)c1ccco1 (stereo unspecified) | 0.4

Additional structures.
SMILES	MPTP inh
CC1(Cc2cccc(C#N)c2)C(=O)Nc2ccc(-c3cccc(C(F)(F)F)c3)cc21 (stereo unspecified)	2.1
N#CC(c1cccc([N+](=O)[O-])c1)C(CC(=O)c1ccccc1)c1ccccc1 (stereo unspecified)	3.9
Cc1cc(Nc2ccc(F)cc2)c2ccccc2n1	-0.3
Cc1cc(C)n(-c2ccc(C(=O)N3CCN(S(=O)(=O)c4ccc(OC(F)(F)F)cc4)CC3)cc2)n1	0.8
CC(C)(C)OC(=O)[C@H](Cc1ccccc1)NC(=O)c1ncn2c1c(=O)[nH]c1ccc(Br)cc12	3.5
CCN(CC(=O)Nc1ccccc1C(F)(F)F)CC(=O)c1[nH]c(C)c(C(C)=O)c1C	1.0
CC(C)C(=O)Nc1cccc(S(=O)(=O)NC2=NCCC2)c1	-1.0
O=C(NC1CC1)c1cccc(NC(=O)C2CCN(S(=O)(=O)c3ccccc3C(F)(F)F)CC2)c1	-0.2
COc1ccc(-c2ccc(C(=O)NCc3ccccc3)c3occc23)c(C)c1	-0.9
Clc1ccc(-c2cccc3nccn23)c(Cl)c1	1.0
CCC1(CC)NC(=O)N(CC(=O)OC(C)C(=O)Nc2ccc(S(N)(=O)=O)cc2)C1=O (stereo unspecified)	-1.1
CC1(C)CC(=O)C=C(Nc2ccc(O)cc2)C1	-0.2
COCCCn1cc(CN2CC(N(C)C)CS2(=O)=O)nn1 (stereo unspecified)	0.2
CCOc1ccccc1NC(=O)COC(=O)COc1cccc2c1OC(C)(C)C2	1.4
CCOC(=O)C1CCCN(C(=O)c2ccc3c(c2)CCO3)CC1 (stereo unspecified)	-1.1
O=C(Nc1nnc([C@@H]2O[C@H](CO)[C@@H](O)[C@H]2O)s1)Nc1ccccc1C(F)(F)F	0.9
CC1(C(=O)O)CCCN(C(=O)c2cccnc2Oc2ccccc2)C1 (stereo unspecified)	-0.7
COc1ccc(-c2csc(C(C)(O)c3ccccc3)n2)cn1 (stereo unspecified)	0.5
C[C@H]1CCCCO[C@H](CN(C)Cc2ccc(C(=O)O)cc2)[C@@H](C)CN([C@@H](C)CO)C(=O)c2cc(NS(=O)(=O)c3cn(C)cn3)ccc2O1	-2.2
CC(=O)C1=C(O)C(=Cc2ccccc2)OC1=O	-0.6
CC(=O)c1nn(-c2ccccc2)c(=Nc2ccccc2)cc1C	0.2
CC(=O)c1cccc(-c2ccc3c(c2)C(C)(Cc2ccc(S(C)(=O)=O)cc2)C(=O)N3)c1 (stereo unspecified)	0.6
O=[N+]([O-])c1cc(Br)c2c(c1)CCN2	1.1
CC1(C)CC(=O)C=C(c2ccccc2-c2ccc3cc[nH]c3c2)C1=O	-0.5
Cn1nc(C2CC2)cc1NC(=O)C1(C)CCN1C(=O)CC(c1ccccc1)c1ccccc1 (stereo unspecified)	0.1

3 records picked at random from those above:
SMILES	MPTP inh
CC1(C)CC(=O)C=C(Nc2ccc(O)cc2)C1	-0.2
O=C(NC1CC1)c1cccc(NC(=O)C2CCN(S(=O)(=O)c3ccccc3C(F)(F)F)CC2)c1	-0.2
Cc1cc(C)n(-c2ccc(C(=O)N3CCN(S(=O)(=O)c4ccc(OC(F)(F)F)cc4)CC3)cc2)n1	0.8

(listing goes on)
SMILES	MPTP inh
Cc1ccc(NC(=O)C2(C)CCN2C(=O)Cc2ccccc2)cc1C (stereo unspecified)	-0.1
O=C(CSc1nnc(CNC(=O)c2c(F)cccc2F)o1)NCc1ccc2c(c1)OCO2	0.1
C[C@H](CO)N1C[C@H](C)[C@H](CN(C)C(=O)Nc2ccc(C(F)(F)F)cc2)OCc2cnnn2CCCC1=O	3.5
CCOC(=O)[C@]12CCC=C1N(Cc1ccc3c(c1)OCO3)C(=O)[C@H](CC(=O)N1CCC(c3ccccc3)CC1)C2	-1.7
CSc1ccccc1CNC(=O)C1(C)CCCN1CC(C)C (stereo unspecified)	0.1
O=c1c2ccccc2on1-c1ccccc1	-0.9
O=C(O)c1ccc(Cl)c(NC(=O)C2CCN(S(=O)(=O)c3cccs3)CC2)c1	0.7
Nc1c(-c2cccs2)nc2ccccn12	-0.7
Cc1ccc(C)c(NC(=O)c2ccc3c(c2)CCN3S(C)(=O)=O)c1	0.2
O=C(NCc1ccccc1)C1c2ccccc2OCC(=O)N1Cc1ccco1 (stereo unspecified)	-0.7
COc1cc(CC(=O)C(=O)O)oc(=O)c1	0.4
CCC(C)CN1C(=O)CN(S(C)(=O)=O)CC1(C)C(=O)NC(C)C (stereo unspecified)	-0.6
O=C1c2ccccc2C(c2nnnn2-c2ccc3c(c2)OCCO3)N1CCCN1CCOCC1 (stereo unspecified)	0.0
CCN1CCN(c2ccc(S(=O)(=O)N3CCOCC3)cc2NC(=O)c2cc(F)c(F)c(F)c2F)CC1	-0.1
CC(N)c1csc(Nc2cc(Oc3ccccc3)ncn2)n1 (stereo unspecified)	0.6
CC1(C)NC(=O)N(CC(=O)Nc2ccc(-c3ccccc3)cc2)C1=O	-1.4
Cc1ccc(S(=O)(=O)NNC(=O)C23CCC(CC2)C3)cc1	-2.5
O=C(Nc1ccc(F)cc1)C(c1cc2ccccc2o1)N1CCN(C(=O)c2ccco2)CC1 (stereo unspecified)	-1.7
C[C@@H]1CCCCO[C@@H](CN(C)Cc2ccc(C(F)(F)F)cc2)[C@@H](C)CN([C@H](C)CO)C(=O)c2cc(N(C)C)ccc2O1	-0.3
O=C(O)CSC1CC(=O)N(c2ccc(F)cc2)C1=O (stereo unspecified)	0.1
Cc1ccccc1S(=O)(=O)N1[C@@H](c2cccc(Cl)c2)C(C(=O)OC(C)(C)C)=CC[C@H]1c1ccc(Cl)cc1	2.8
CN(Cc1ccccc1C(F)(F)F)C(=O)C1CCC(=O)N(CC2CCCCC2)C1 (stereo unspecified)	0.8
COC(=O)c1ccc(CNC(=O)COC(=O)CNS(=O)(=O)c2ccc(C)cc2)cc1	0.3
CCCCCCN1C[C@@H](n2cc(COC(=O)c3ccccc3)nn2)[C@H](O)C[C@@H]1c1ccc(Cl)cc1	-0.1
O=C(O)CC(C(=O)O)C(=Cc1ccccc1)c1ccccc1 (stereo unspecified)	-1.4

Given as labelled records: entries from further up.
> CC1(C)NC(=O)N(CC(=O)Nc2ccc(-c3ccccc3)cc2)C1=O
  MPTP inh = -1.4

> Cc1ccc(S(=O)(=O)NNC(=O)C23CCC(CC2)C3)cc1
  MPTP inh = -2.5

Additional entries:
SMILES	MPTP inh
CCN(CC)CCNC(=O)c1ccc(NC(=O)c2ccc(-n3cncn3)c([N+](=O)[O-])c2)cc1	1.1
Cc1cnc(-c2nc3ccccc3n2C(C(=O)NC(C)(C)C)c2ccccc2)cn1 (stereo unspecified)	-0.8
COCCNc1nc(Nc2ccc(C)cc2C)c2sc(-c3ccccc3)cc2n1	-0.4
CC1(C(=O)O)CCN1C(=O)/C=C/c1ccccc1 (stereo unspecified)	-1.5
CN(C(=O)c1cc(COc2ccc(F)cc2Cl)on1)C1CCOC1 (stereo unspecified)	-0.6
Cc1cccc(C)c1NC(=O)C(c1ccc(C#N)cc1)n1c(=O)c(-c2ccco2)nc2ccccc21 (stereo unspecified)	0.9
COC(=O)[C@@]12C[C@@H](CC(=O)NCC3CCCCC3)C(=O)N(Cc3ccc4c(c3)OCO4)C1=CCC(C)(C)C2	13
O=C(COC(=O)c1ccc2ccccc2c1)NCc1ccccc1	-1.1
CCCCN(C)c1c(C)nc2ccc(C(=O)N3CCN(C(C)=O)CC3)cn12	0.9
CC(=O)OCc1ccc(C2=CC(=O)CC(C)(C)C2=O)cc1	-0.5
CC(=O)OC[C@@H]1CN(Cc2cccc(C(F)(F)F)c2)C[C@H](n2cnc3c(N4CCOCC4)ncnc32)O1	-0.6
CCN(CC)S(=O)(=O)c1ccc(C(=O)NCC(=O)NCc2ccc3c(c2)OCO3)cc1	-0.8
O=C(c1cccs1)N1C[C@H](O)[C@@H](n2cc(C3CC3)nn2)C[C@@H]1c1ccccc1	-1.3
Clc1cccc(Cc2c(C3CCCCC3)nc3c4ccccc4ccn23)c1	0.1
C=C1C(=O)OC2CC1C(OC(C)=O)CC(C)=CCCC(C)=CCCC2(C)O (stereo unspecified)	-1.4
COCc1cccc(-c2csc(C(C)(NC(C)=O)c3ccc(OC)cc3)n2)c1 (stereo unspecified)	0.3
CC(C)C[C@@H]1CN(CCCC[C@H]2CNC(=O)C(=O)N2CCC2CCCCC2)C(=O)C(=O)N1CC1CCCCC1	-3.7
c1ccc(Cn2nnc3c(NCC4CC4)ncnc32)cc1	0.0
Cc1cccc(-n2cnc3cc(C(=O)NCCN4CCOCC4)ccc32)c1	-2.8
COc1cc(Cl)c(C)cc1NC(=O)CN1CCN(C(=O)c2cccs2)CC1	-0.9
CCCCNc1nccnc1-c1cccc(C=O)c1	-1.1
COc1ccc2c(CN3CCN(c4ccccc4OC)CC3)cc(=O)oc2c1	-1.6
Cc1ccc(C(O)c2ncc(-c3ccc(Cl)cc3)[nH]2)cc1F (stereo unspecified)	4.0
O=[N+]([O-])c1cccnc1Oc1cc(Cl)c(Cl)cc1Cl	0.6
C[C@H]1CN([C@@H](C)CO)S(=O)(=O)c2ccc(C#Cc3cccnc3)cc2O[C@@H]1CN(C)C(=O)Nc1ccc2c(c1)OCO2	-1.3

The listing continues:
SMILES	MPTP inh
O=C1O[C@@H](c2ccccc2)C[C@@H](O)[C@H](O)CCCCc2ccccc21	0.3
Cc1ccc2c(Cl)c(C(=O)NCCCN3CCOCC3)sc2c1	0.7
C=CCNc1nc2cc(-c3ccccc3OC)sc2c(=O)n1C	2.5
CC(C)NC(=O)c1cc(C2CCCCN2S(=O)(=O)c2ccc(F)cc2F)on1 (stereo unspecified)	-0.8
Cc1ccc2c(NCc3ccco3)nc(NC(C)C)nc2c1	34
COc1ccccc1C(NC(=O)C1CCN(CCOc2ccccc2)CC1)c1ccccn1 (stereo unspecified)	-1.5
Cc1ccc(CN2CCNC(=O)C2CC(=O)NCCCn2nnc3ccccc32)cc1 (stereo unspecified)	-0.3
Nc1nc2ccccc2cc1C(=O)NCc1ccc(-c2ccccc2)cc1	106*
CC(=O)c1cccc(-c2ccnc3c2CC(C(=O)NCC2CCOCC2)O3)c1 (stereo unspecified)	-1.2
COCCNc1ncnc2c1ncn2[C@H]1CN(Cc2cc(OC)c(OC)c(OC)c2)C[C@@H](CO)O1	0.5
CC(=O)Nc1ccc(CN2C(=O)C(C)ON=C2c2ccccc2-c2ccco2)cc1 (stereo unspecified)	-0.2

An excerpt; the hit share may differ from the screen's.
